hcGAS inh: inhibitors of human cGAS; Q8N884; recombinant h-cGAS, ATP depletion, Kinase-Glo luminescence; inhibition, % at 12.5 µM; 0.081% of 290,000 active; AID 1259398;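 note: 0% = vehicle reaction and 100% = reaction without DNA for no activity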
Target sequence (Q8N884 whole entry, looked up): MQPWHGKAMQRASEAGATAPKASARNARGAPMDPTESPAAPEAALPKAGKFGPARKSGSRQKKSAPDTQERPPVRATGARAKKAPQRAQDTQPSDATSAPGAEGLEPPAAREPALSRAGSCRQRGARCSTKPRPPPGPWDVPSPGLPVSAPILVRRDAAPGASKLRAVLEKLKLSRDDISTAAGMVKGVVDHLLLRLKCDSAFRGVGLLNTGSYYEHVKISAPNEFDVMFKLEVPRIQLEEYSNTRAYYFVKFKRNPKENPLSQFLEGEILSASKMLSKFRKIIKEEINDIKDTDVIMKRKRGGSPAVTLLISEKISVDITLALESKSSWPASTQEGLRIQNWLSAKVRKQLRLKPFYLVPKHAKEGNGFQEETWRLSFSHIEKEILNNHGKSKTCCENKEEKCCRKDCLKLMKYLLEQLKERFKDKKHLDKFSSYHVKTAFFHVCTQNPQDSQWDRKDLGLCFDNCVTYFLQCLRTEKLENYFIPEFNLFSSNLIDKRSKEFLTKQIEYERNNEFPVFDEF
mcGAS inh: mouse cGAS inhibition by luminescence; 0.15% of 160,000 active; inhibition, % at 12.5 µM; AID 1259399; recombinant cGAS, Kinase-Glo ATP depletion luminescence;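 note: 0% = negative control wells and 100% = reference inhibitor with no enzyme activity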
NPYLR7 agonist: mosquito NPYLR7 agonism; AID 1259423; HEK293T NPYLR7/Galpha15, GCaMP6s calcium fluorescence; 0.15% of 270,000 active; activation, % at 10 µM; in the data active = activation above about 40%;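 note: 0% = vehicle and 100% = reference agonist at the receptor; some compounds past the cut are filed as inactive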
Active calls of the source: *; . = not tested or not shown. Cut-off read from the data, not from the text of the source, unless noted: active = inhibition above about 40%; inactive = the rest.

Results follow in this order: hcGAS inh | mcGAS inh | NPYLR7 agonist
CC(C)c1cc(NC(=O)CN2CCCC2c2cccs2)on1 (stereo not given)
  -3 | . | 7
CCSC(C(=O)NCC1(N2CCCCC2)CCOCC1)C(C)C (stereo not given)
  -16 | . | -5
C[C@@H]1CCC2C(C(=O)[C@H](C)CCC1=O)C2(C)C (stereo not given in full)
  -5 | . | -7
COCCNC(=O)c1nn(-c2ccc(OC)c(OC)c2)c(=O)n(Cc2cccc(F)c2)c1=O
  -6 | -7 | 18
CCCNC(=O)N(Cc1nccn1Cc1ccc(OC)cc1)CC1CCCO1 (stereo not given)
  -6 | -6 | 13
O=[N+]([O-])c1ccc(Sc2cccc3cccnc23)c([N+](=O)[O-])c1
  -9 | 1 | 3
CCn1c(=NC(=O)c2nc3ccccc3s2)sc2cccc(OC)c21
  -6 | . | 0
O=C(NCc1ccc(OC(F)(F)F)cc1)c1cncn1-c1cccc(-c2cccc3c2sc2ccccc23)c1
  -2 | -6 | 9
COc1cccc2c1OCCCN(C(=O)c1nc3ncccn3n1)C2
  -2 | -11 | 10
CC(=O)N(CN1C(=O)c2ccc(Br)cc2C1=O)c1ccc(OCc2ccccc2)cc1
  -3 | . | 4
O=C(NC1CCc2ccccc21)c1cccc(N2CCCC2=O)c1 (stereo not given)
  -17 | . | 4
CN(C)C(=O)c1ccc(-c2ccc3c(c2)OCCO3)o1
  -4 | . | 8
CCCCCC(=O)N(CCOC)CC(=O)N(Cc1cccn1Cc1cccc(OC)c1)C(C)(C)C
  -2 | -6 | -2
CCOC(=O)c1nnn(-c2ccc(OCC)cc2)c1C(=O)OCC
  -11 | -6 | 6
CN(Cc1nc2c(s1)CCCC2)C(=O)C1CCC(=O)N(CCc2ccccn2)C1 (stereo not given)
  -12 | . | 0

Continued.
Results follow in this order: hcGAS inh | mcGAS inh | NPYLR7 agonist
COc1ccc(C(=O)CSc2nccn(-c3ccc(OC)cc3)c2=O)cc1
  -2 | -5 | -3
Cc1noc(-c2ccc(OC(F)(F)F)cc2)c1C(=O)NCc1ccsc1
  4 | 2 | 0
COc1ccc(C2(O)CN(c3cc(C)ccc3C)C3=[N+]2CCCC3)cc1 (stereo not given)
  3 | -1 | -1
CC(NC(=O)C12CC3CC(CC(C3)C1)C2)C(=O)NNC(=O)CCC1CCCCC1 (stereo not given)
  -6 | . | 2
O=S(=O)(c1ccc(Cl)s1)N(Cc1ccco1)Cc1ccco1
  -7 | . | 3
CN1C(=O)CON=C1c1cccc2ccccc12
  -10 | . | 6
COc1cc(OC)cc(N2CCN(C(=O)C3CCC3)C(C)C2=O)c1 (stereo not given)
  1 | -2 | 6
O=C(c1cccs1)N(CC(=O)N1CCc2sccc2C1COc1ccc(Cl)cc1)C1CC1 (stereo not given)
  -5 | -6 | 15
Cc1ccccc1-c1nc(OCC(C)C)nn1-c1ccc(NC(=O)c2ccc([N+](=O)[O-])cc2Cl)cc1
  -9 | -9 | .
Cc1cc2c(o1)CC(C)(C)CC2NC(=O)CCn1c(C)csc1=O (stereo not given)
  -4 | . | -5
COc1cccc(-c2cc(C(=O)NC(C)C)n3nc(C(C)(C)C)cc3n2)c1
  -8 | -9 | 13
Cn1ncc(Oc2ccc(F)cc2F)c(Nc2cccc(C(=O)NCC3CCCO3)c2)c1=O (stereo not given)
  -6 | -4 | -1
Cc1ccc(CNC(=O)CCC2CCCN(C(=O)c3sccc3C)C2)o1 (stereo not given)
  -10 | . | 6
O=C(/C(F)=C/c1ccccc1)N1CCCC(Nc2ccccc2)C1 (stereo not given)
  -3 | . | 4
Cc1ccc(CN2CCN(Cc3c(CO)cnc(C)c3O)CC2=O)cc1
  -5 | -13 | 3

(continued)
Results follow in this order: hcGAS inh | mcGAS inh | NPYLR7 agonist
CC(C(=O)Nc1ccc(CCC(F)(F)F)cc1)N1C(=O)NC2(CCCC2)C1=O (stereo not given)
  -6 | . | 4
COc1ccccc1/C=C/C1=NC(=C\c2ccccc2F)/C(=O)O1
  -2 | . | -3
CC1CCCC(NC(=O)CCC(=O)N2CCc3ccccc3C2)C1 (stereo not given)
  1 | 0 | -1
OC(CNC12CC3CC(CC(C3)C1)C2)COc1ccccc1 (stereo not given)
  -1 | . | -4
COc1ccc(N2CCN(C(=O)C3CC=CCC3C(=O)NCCc3ccc(S(N)(=O)=O)cc3)CC2)cc1 (stereo not given)
  -6 | . | -5
CCCCc1ccc(-n2cc(CN3CCCC(O)(CO)CC3)cn2)cc1 (stereo not given)
  -2 | -8 | -1
Cc1cnc2c(C(=O)NCc3snnc3C(C)C)cnn2c1
  -3 | . | 2
CN(Cc1ccc2ncccc2c1)C(=O)C1CCC(=O)N(CCCN2CCCC2=O)C1 (stereo not given)
  -7 | -8 | 16
Cc1ccsc1C(=O)N1CCC1(C)C(=O)Nc1cccc(C#N)c1 (stereo not given)
  -9 | . | 2
O=C(Cn1cccnc1=O)Nc1ccc(Oc2ccccc2Cl)cc1
  -14 | . | 7
Cc1ncc(CO)c2c1Oc1nc(-c3ccc(F)cc3)nc(SCC(=O)Nc3ccccc3)c1C2
  -9 | -7 | 12
Cn1c(=O)c2c(nc(N3CCCC3)n2CCSc2nc3ccccc3s2)n(C)c1=O
  -8 | -10 | 0
CN(CCC#N)C(=O)CN1CCN(Cc2cscn2)CC1
  -10 | . | 6
COc1ccc(C(=O)N2CCN(C3CCN(c4nc(C)c5cc(F)ccc5n4)CC3)CC2)cc1
  -4 | -26 | -2
COc1ccc(CCN2CCCC(CN(C)C(=O)CCCn3cncn3)C2)cc1 (stereo not given)
  -2 | -5 | -2

Next compounds.
structure,hcGAS inh,mcGAS inh,NPYLR7 agonist
COc1cc(-c2nc3ccccn3c2NC(C)(C)CC(C)(C)C)ccc1OS(=O)(=O)c1ccccc1,-4,-1,-6
CCOC(=NCCN1CCCCC1)NC(=O)c1ccc(F)cc1,-11,-6,-6
CCN(CC(=O)Nc1cc(C(C)(C)C)nn1-c1ccc(Cl)cc1)C(=O)Nc1ccccc1C(F)(F)F,-5,-4,-3
COc1ccc(CNC(=O)NC(c2ccccc2)C2CC2)cc1 (stereo not given),0,-3,-3
Cc1cc(O)c(C2OC(=O)c3ccccc32)c(=O)[nH]1 (stereo not given),-5,-10,-2
Cc1c(Br)c(C(F)(F)F)nn1CC(=O)NCCc1ccccc1,2,-4,-2
Fc1ccccc1-n1ncc2c1CCCC2NCc1ccc2nsnc2c1 (stereo not given),-6,.,9
CC(=O)N1CCC(N2CCC(C3CCN(c4ncccn4)CC3)C2)CC1 (stereo not given),-6,.,22
Cc1nc(CCC(=O)N2CCC3(CCCN(Cc4ccccc4F)C3)C2)n[nH]1 (stereo not given),-1,-2,0
Fc1ccc(N2CCN(c3nc(-c4ccc(Oc5ccccc5)cc4)nc4ccccc34)CC2)cc1,0,2,4
CCCc1c(C)nn(-c2ccc(C(=O)N3CCC(O)(c4ccccc4)CC3)cc2)c1C,-5,-4,2
CC(C)N(C)c1ccc(NC(=O)C(C)n2cnc3ccccc32)cc1F (stereo not given),-2,.,-7
O=C(CN1C(=O)S/C(=C\c2ccccc2)C1=O)Nc1nccs1,-2,-5,-9
COc1ccc2nc(-n3nc(C)cc3NC(=O)c3cccs3)sc2c1,-8,-13,-7
CCCCN(Cc1cccn1Cc1ccc(Br)cc1)C(=O)CN(CCCOCC)C(=O)NC1CCCCC1,-9,-6,.
NC(=S)NC1=CN(c2ccccc2)N=C(c2ccc([N+](=O)[O-])cc2)N=C1,-5,.,1
CCOC(=O)NC1CCCN(C(=O)c2ccc3nc(C)c(C)nc3c2)C1 (stereo not given),-9,-9,9
Cc1ccc(CN(Cc2ccc(F)cc2)CC(O)COC(C)C)c(C)c1 (stereo not given),-7,-7,19
COc1cc(CNC(=O)CCl)cc(OC)c1OC,-10,.,4
CC(C)(C)CC(=O)N1CCC2(CC1)NC(=O)c1cc(F)c(F)cc1N2,1,-2,1
O=C(N[C@@H]1CCCCC1NC(=O)C1CCCN(C(=O)/C=C/c2ccccc2)C1)c1ccccc1 (stereo not given in full),-2,1,-9
COc1ncccc1-c1ccc(OC(C)C(=O)O)c(Cl)c1 (stereo not given),2,.,-19
CC(CN1CCOCC1)NCc1csc(-c2cnccn2)n1 (stereo not given),-5,.,6
Cc1nn(CN2CCN(S(=O)(=O)c3ccc(Cl)cc3)CC2)c(=S)s1,-1,.,-4
C=CCn1c(NN=Cc2ccc(O)c(OCC)c2)nc2c1c(=O)n(C)c(=O)n2C,9,5,-18

Additional structures follow:
structure,hcGAS inh,mcGAS inh,NPYLR7 agonist
O=C1CNC(=O)N1CCN1CCCCC1Cn1cccn1 (stereo not given),-1,.,2
Cc1ccc(C)n1-c1ccc(C(=O)NNC2=NCCC2)s1,3,.,3
Cc1cccc(C=c2sc(=CC(=O)c3ccco3)n(CC(=O)NC3CCCC3)c2=O)c1,2,-2,2
Cc1nc2c3ccccc3[nH]c(=O)n2n1,-3,.,-1
CCOC(=O)C1CCCN(C(=O)c2cc(-c3ccccc3F)nc3cc(-c4ccccc4)nn23)C1 (stereo not given),2,2,-6
CN(C)CCCN(C(=O)c1cc(Cl)sc1Cl)c1nc2ccccc2s1,-5,-8,0
Cc1ccc(CNC(=O)C2CCN(c3ncnc4c3sc3ncccc34)CC2)cc1,-5,-4,-2
CCOCCOc1nc(-c2ccccc2C)n(-c2ccc(NC(=O)/C=C/c3ccc([N+](=O)[O-])cc3)cc2)n1,-3,-3,1
CC(=O)Nc1ccc(Nc2cc(-n3ccnc3)ncn2)cc1,4,-3,-18
CC(=O)N1CCN(c2cc3c(cc2F)c(=O)c(C(=O)Nc2nc(C)c(C)s2)cn3C2CC2)CC1,-4,-7,3
COC(=O)c1c2c(nc3c1c(-c1cccs1)nn3C1CCS(=O)(=O)C1)CCC2 (stereo not given),-8,.,12
CN1CCC=C(Cn2nccc2NC(=O)Cc2ccc(F)cc2)C1,-3,.,0
COC(=O)c1cnn(-c2cc(Oc3cccc(C)c3)nc(C)n2)c1C,-8,.,-4
O=c1cc(CN2CCCCC2)nc2sc3c(n12)CCCC3,-4,.,7
CC(C)C1CN(C(=O)c2ccccc2O)CCCN1Cc1ccc(F)cc1 (stereo not given),-7,-13,.
CN(CC1CCCN1c1ccc(S(C)(=O)=O)cc1S(C)(=O)=O)c1ccccc1 (stereo not given),-4,.,-1
COc1ccc(N2CCN(c3cc(Cl)nc(SCC(=O)NCCc4ccc(OC)c(OC)c4)n3)CC2)cc1,-2,-6,23
COc1cccc(OC)c1Nc1cccc2c1C(=O)c1ccccc1C2=O,-3,-5,10
c1ccc(Cc2nnc3sc(-c4ccc5c(c4)OCO5)nn23)cc1,3,.,-1
COc1ccc(OC)c(NC(=O)Nc2ccc(Nc3cc(OC)nc(C)n3)cc2)c1,-10,-7,12
Cn1c(=O)c2c(nc(Br)n2Cc2ccc(Br)cc2)n(C)c1=O,-6,-8,-4
CC(Cn1ccnc1)NCc1cccnc1N1CCN(c2ccccn2)CC1 (stereo not given),2,-11,5
Cn1cc(C(=O)N2CCCC(CCc3ccc(F)cc3)C2)cn1 (stereo not given),-6,-14,7
NC1=NC(=O)/C(=C/c2ccccc2C(F)(F)F)S1,-1,-5,-1
CCN(C)c1nc(C)nc2c1CN(C(=O)c1ccc(C(F)(F)F)cc1)CC2,-4,-2,0

Further results:
structure,hcGAS inh,mcGAS inh,NPYLR7 agonist
CC(C)SC(NC(=O)OCc1ccccc1)C(=O)NCC1COc2ccccc2O1 (stereo not given),-3,-2,-8
COc1cccc(CC2(CO)CCCN(Cc3ccc(SC)cc3)C2)c1 (stereo not given),0,.,-2
CC(C)CNC(=O)NC(=O)COC(=O)CNC(=O)c1ccc(Br)o1,-9,.,11
O=C(NCc1ccc2sccc2c1)C1CCC(=O)N(C2CCCCCC2)C1 (stereo not given),-11,-13,.

High-throughput results (PubChem)
